# HePTP inh – inhibitors of human HePTP phosphatase; recombinant HePTP phosphatase activity, OD absorbance; actives 0.64% (n = 110,000); inhibition, % at 20 µM; in the data active = inhibition above about 50%;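 note: plate controls were vehicle for no effect and reference inhibitor for full effect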
# Target sequence (P35236 whole entry, looked up): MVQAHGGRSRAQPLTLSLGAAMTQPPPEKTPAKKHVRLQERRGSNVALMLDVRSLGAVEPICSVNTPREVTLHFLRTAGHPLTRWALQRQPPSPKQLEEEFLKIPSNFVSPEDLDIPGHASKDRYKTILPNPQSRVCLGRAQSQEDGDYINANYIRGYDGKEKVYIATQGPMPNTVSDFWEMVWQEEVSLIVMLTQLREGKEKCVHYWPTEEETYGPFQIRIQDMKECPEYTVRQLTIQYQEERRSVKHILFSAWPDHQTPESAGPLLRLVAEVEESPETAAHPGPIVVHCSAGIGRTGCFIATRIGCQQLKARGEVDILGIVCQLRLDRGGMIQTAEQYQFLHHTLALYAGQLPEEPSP
# BAP1 block – human BAP1 deubiquitinase inhibition | recombinant BAP1, Ub-AMC hydrolysis fluorescence kinetic; active compounds read low | AID 436 | Q92560 | actives 0.48% (n = 72,000) | activity remaining (% of control), % at 20 µM;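 active = activity remaining at or below 50% of control, provided the compound also passes the data quality filters; inactive = the rest, including low values that fail the filters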;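 note: 100% = DMSO wells rate and 0% = substrate alone blank rate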
# Target sequence (Q92560 whole entry, looked up): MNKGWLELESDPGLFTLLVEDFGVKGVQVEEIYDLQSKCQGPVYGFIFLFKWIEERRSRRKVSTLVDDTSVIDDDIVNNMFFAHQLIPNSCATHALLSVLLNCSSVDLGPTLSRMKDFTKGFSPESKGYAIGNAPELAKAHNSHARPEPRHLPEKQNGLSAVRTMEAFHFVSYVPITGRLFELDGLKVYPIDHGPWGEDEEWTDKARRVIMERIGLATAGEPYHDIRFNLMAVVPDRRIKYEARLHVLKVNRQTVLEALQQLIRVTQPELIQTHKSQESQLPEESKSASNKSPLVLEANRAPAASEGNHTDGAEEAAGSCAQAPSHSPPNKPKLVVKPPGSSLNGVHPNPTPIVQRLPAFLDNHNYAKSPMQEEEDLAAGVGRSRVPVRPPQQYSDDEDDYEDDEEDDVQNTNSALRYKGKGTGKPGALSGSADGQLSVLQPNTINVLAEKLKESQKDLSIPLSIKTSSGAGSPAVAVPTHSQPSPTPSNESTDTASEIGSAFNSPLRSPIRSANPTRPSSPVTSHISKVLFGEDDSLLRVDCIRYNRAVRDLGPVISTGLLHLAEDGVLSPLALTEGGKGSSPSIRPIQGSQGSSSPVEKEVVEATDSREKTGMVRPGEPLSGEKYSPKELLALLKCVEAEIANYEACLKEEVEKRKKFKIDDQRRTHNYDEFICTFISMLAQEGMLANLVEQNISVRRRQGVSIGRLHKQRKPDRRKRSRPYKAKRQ
# Numbers without * were called inactive; / = no result given; & = joins results of further samples. This is a subset. The share of hits here may be higher or lower than overall.
Molecule | HePTP inh | BAP1 block
Clc1cc(I)cc(Cl)c1NC1=NCCN1 | / | 97
Cc1ccc2c(c1)CC1(CN2C)C(=O)NC(=O)N(c2cccc(C)c2C)C1=O (stereo not drawn) | 7 | 51
COc1ccc(C(=O)c2ccc(N3CCNCC3)c(F)c2)cc1Br | -14 | /
CCC1(C)CC(CCNCc2ccccc2)(c2ccc(C)cc2)CCO1 (stereo not drawn) | 2 | /
O=C1NC(=S)N(c2ccccc2)C(=O)/C1=C/c1ccco1 | 102* | /
CCOC(=O)C(C(=O)OCC)c1ccccc1 | 3 | /
NNC(N)=O | / | 95
CC1CCN2c3nc4ccccn4c(=O)c3CC3(C(=O)N(C)C(=O)N(C)C3=O)C2C1 (stereo not drawn) | 6 | 85
Cc1cccnc1-n1c(-c2ccco2)nc2ccccc2c1=O | 2 | 101
O=c1n(Cc2ccccc2)c2ccccc2n1CC1CS1 (stereo not drawn) | 6 | /
COc1ccc(C(=O)CN2CCOCC2)cc1F | 4 | 135
Nc1c(C(=O)NCc2ccco2)c2nc3ccccc3nc2n1Cc1ccc(F)cc1 | 10 | /
O=C(Nc1ccc(Cl)cc1C(=O)c1ccccc1)c1ccncc1 | 5 | /
O=C1NC(=S)N(c2ccc(Cl)cc2)C(=O)/C1=C/c1ccc(-c2ccccc2C(=O)O)o1 | 19 | /
CC12CCC(=O)C=C1CCC1C2CCC2(C)C(O)CCC12 (stereo not drawn) | -9 | 94
Cc1ccc(S(=O)(=O)N2CCN(/C(N)=N/[N+](=O)[O-])CC2)cc1 | 11 | /

# Looked up by compound from the list above, six records:
Molecule | HePTP inh | BAP1 block
O=C(Nc1ccc(Cl)cc1C(=O)c1ccccc1)c1ccncc1 | 5 | /
Cc1cccnc1-n1c(-c2ccco2)nc2ccccc2c1=O | 2 | 101
CC12CCC(=O)C=C1CCC1C2CCC2(C)C(O)CCC12 (stereo not drawn) | -9 | 94
Cc1ccc(S(=O)(=O)N2CCN(/C(N)=N/[N+](=O)[O-])CC2)cc1 | 11 | /
Nc1c(C(=O)NCc2ccco2)c2nc3ccccc3nc2n1Cc1ccc(F)cc1 | 10 | /
O=C1NC(=S)N(c2ccc(Cl)cc2)C(=O)/C1=C/c1ccc(-c2ccccc2C(=O)O)o1 | 19 | /

# Next part.
Molecule | HePTP inh | BAP1 block
OCC12COC3c4ccccc4C(OC1)N32 (stereo not drawn) | -3 | 108
NC(=O)CSP(=O)(c1ccccc1)c1ccccc1 | 6 | 126
C=Cn1ccnc1P(=S)(c1c(C)nn(-c2ccccc2)c1C)c1nccn1C=C | 7 | /
CC(CCc1ccccc1)NC(C)C(O)c1ccc(O)cc1 (stereo not drawn) | 3 | 71&94
CCN(CC)CCCN=Cc1c(O)n(CCc2ccc(OC)c(OC)c2)c(=O)[nH]c1=O | -9 | 72
CC1(C)C(C(=O)N2CCN(C(=O)c3ccccc3)CC2)C1(C)C | / | 130
COc1ccc(OC)c(CNCCc2ccc([N+](=O)[O-])cc2)c1 | 6 | /
COc1ccc2c3c1O[C@H]1C(=O)CC[C@@]4(O)C(C2)N(CC2CC2)CCC314 (stereo partly drawn) | / | 90
CN1C(=O)NC(=O)/C(=C/c2ccc(Br)o2)C1=O | 76* | /
O=C1CC(=O)N(c2cccc(Br)c2)C(=O)N1 | / | 98
Clc1ccc(COC(Cn2ccnc2)c2ccc(Cl)cc2Cl)c(Cl)c1 (stereo not drawn) | 10 | 81
c1ccc2c(CCNC3CC4CCC3C4)c[nH]c2c1 (stereo not drawn) | -3 | /
CC(C)CC(=O)NC(Oc1ccc(Cl)cc1)C(Cl)(Cl)Cl (stereo not drawn) | -7 | /
CCCOC(=O)COc1cc(C)cc2oc(=O)c3c(c12)CCC3 | -4 | 75
COc1ccccc1N1CCN(Cc2c(F)cccc2F)CC1 | 9 | 93
CN1CCN(c2ccc([N+](=O)[O-])c(NC3CC3)c2)CC1 | -2 | /
CCOC(=O)C1=C(N)OC2=C(C(=O)CCC2)C12C(=O)Nc1ccccc12 (stereo not drawn) | 9 | 93
O=C(Nc1ccc(Br)cc1C(=O)c1ccccc1Cl)c1ccc([N+](=O)[O-])cc1 | / | 182
C=CCOC(=O)COc1cc(C)cc2oc(=O)c3c(c12)CCC3 | 0 | 92
COc1cccc(N2CCN(Cc3cccc(Cl)c3)CC2)c1 | 6 | 85
O=C(c1cccc(N2CCCC2=O)c1)N1CCC2(CC1)OCCO2 | 7 | 91
Clc1ccc(CSC(Cn2ccnc2)c2ccc(Cl)cc2Cl)cc1 (stereo not drawn) | 10 | /
Cc1ccc(-n2c(/C=C3/C(=O)Nc4ccccc43)nc3ccccc3c2=O)cc1 | 0 | /
O=C(c1ccc(CNS(=O)(=O)c2ccccc2)cc1)N1CCC2(CC1)OCCO2 | 4 | 101
Cc1[nH]c2c(Cl)cccc2c1CCN | 1 | 86
CC(=O)OC1(Cc2ccccc2)CN2CCC1c1ccccc12 (stereo not drawn) | 10 | 56
N=C1C(c2ccccc2)=C(O)CN1Cc1ccco1 | 6 | 105
Fc1ccc2c(c1)nnn2C1CCN(Cc2ccccc2)CC1 | 6 | 113
CC(O)CNc1ccc([N+](=O)[O-])c2ncccc12 (stereo not drawn) | / | 52
COc1ccc(Br)cc1CN1CCN(C(C)C)CC1 | 8 | /
O=[N+]([O-])c1cccc(C2N3CCCN23)c1 (stereo not drawn) | 2 | /
COc1ccc(CCn2c(O)c(C=NCc3ccc4c(c3)OCO4)c(=O)[nH]c2=O)cc1OC | -10 | 95

# In the list so far, these have an NH in an aromatic ring.
Molecule | HePTP inh | BAP1 block
CCN(CC)CCCN=Cc1c(O)n(CCc2ccc(OC)c(OC)c2)c(=O)[nH]c1=O | -9 | 72
c1ccc2c(CCNC3CC4CCC3C4)c[nH]c2c1 (stereo not drawn) | -3 | /
Cc1[nH]c2c(Cl)cccc2c1CCN | 1 | 86
COc1ccc(CCn2c(O)c(C=NCc3ccc4c(c3)OCO4)c(=O)[nH]c2=O)cc1OC | -10 | 95

# Next section.
Molecule | HePTP inh | BAP1 block
Cc1ccc(S(=O)(=O)Nc2cc(C(=O)N3CCC4(CC3)OCCO4)ccc2N2CCCCC2)cc1 | 7 | 101
CCc1nc(N2CCNCC2)c(C#N)c2c1CSC(C)(C)C2 | 5 | 100
CC(=O)C1C2c3ccccc3OC1(C)N=c1s/c(=C/c3cnn(C)c3)c(=O)n12 (stereo not drawn) | 0 | 99
Nc1c(C(=O)OCC2CCCO2)c2nc3ccccc3nc2n1Cc1cccs1 (stereo not drawn) | -11 | /
NC(=O)CN1CC(c2ccccc2)CC1=O (stereo not drawn) | 7 | 104
COc1ccc(N=C(C)c2c(O)n(C)c(=O)n(C)c2=O)c(OC)c1 | 7 | 93
Cc1ccccc1-c1nc(CS(=O)CC(=O)N2CCC3(CC2)OCCO3)c(C)o1 (stereo not drawn) | 5 | 84
Cc1cc(C(=O)N2CCC3(CC2)OCCO3)cs1 | 7 | 77

# The list continues:
# Order of values: HePTP inh	BAP1 block
c1ccc(C2=NP(N3CCOCC3)(N3CCOCC3)=NC(N3CCOCC3)=N2)cc1
    -9	98
CCN(CC)CCN=C(C)c1c(O)n(-c2ccccc2OC)c(=O)[nH]c1=O
    8	88
CCCN(CCC)CCc1c[nH]c2ccc(C(N)=O)cc12
    /	102
Cc1cccn2c(=O)c3c(nc12)N1CCC(Cc2ccccc2)CC1C1(C3)C(=O)N(C)C(=O)N(C)C1=O (stereo not drawn)
    4	/
CCN1CCN(Cc2ccc(C)cc2C)CC1
    8	95
COc1ccc(CN2CC3CC(C2)c2cccc(=O)n2C3)cc1OC (stereo not drawn)
    6	92
Cn1c(O)c(C(=O)c2ccccc2)c(=O)n(C)c1=O
    /	101
C[C@H]1CCC[C@@H](O)CCC/C=C/c2cc(O)cc(O)c2C(=O)O1
    4	/
CCOC(=O)C1=C(C)OC(N)=C(C(=O)OC)C12C(=O)Nc1ccc(Br)cc12 (stereo not drawn)
    2	98
O=[N+]([O-])c1cc(Cl)ccc1N1CCN(Cc2ccccc2)CC1
    1	/
CCOC(=O)C1C(=O)NC2(C)CC1c1cc(OC)ccc1O2 (stereo not drawn)
    4	79
O=C1NC(=S)N(c2cccc(Br)c2)C(=O)/C1=C/C=C/c1ccccc1
    45	/
O=C1C2CCCN2C(c2cccnc2)N1c1nccs1 (stereo not drawn)
    0	91
O=C(Cn1c2c(c(-c3ccccc3Cl)cc1=O)CCC2)N1CCC2(CC1)OCCO2
    0	93
Cc1ccccc1CN(CCc1ccc2c(c1)OCO2)Cc1ccccc1C
    4	/
Cc1nc2ccccc2c(=O)n1-c1ccccc1O
    5	/
Cc1[nH]c2c(C(F)(F)F)cccc2c1CCN
    5	112
CCC(=NCc1ccco1)c1c(O)[nH]c(=O)[nH]c1=O
    7	101
Cc1ccc(S(=O)(=O)N2CCC(C(=O)N3CCC4(CC3)OCCO4)CC2)cc1
    6	112
CC(C(=O)c1c[nH]c2ccccc12)N1CCc2ccccc2C1 (stereo not drawn)
    4	100
Cn1c(O)c(C=NC2CCN(Cc3ccccc3)CC2)c(=O)n(C)c1=O
    6	90
c1cc(CN2CCN(C3C4CC5CC(C4)CC3C5)CC2)ccn1 (stereo not drawn)
    4	/
CC/C(=C/c1ccc(O)c(OC)c1)[N+](=O)[O-]
    -1	/
COc1ccc(O)c(CN2CCN(Cc3ccc(Cl)cc3)CC2)c1
    4	/
CC(=NCCC1=CCCCC1)c1c(O)n(C)c(=O)n(C)c1=O
    -2	98
COc1cc(OC)c(OC)cc1CN1CCN(C(=O)Cc2ccccc2)CC1
    3	/
CN1C(=O)N(C)C(=O)C(CCc2ccccn2)(CCc2ccccn2)C1=O
    4	108
CC1(C)CC(=O)C(C=NCCN2CCN(C(=O)Cc3ccccc3)CC2)=C(O)C1
    -1	124
CCCCCn1c(N)c(C(=O)NCCN2CCOCC2)c2nc3ccccc3nc21
    10	/
CCOC(=O)c1cc(C)n(CCc2cnc[nH]2)c1C
    -2	90
CC1(C)CN=C(Nc2ccccc2C(F)(F)F)S1
    7	94
FC(F)(F)c1ccc2c(c1)NP(=S)(N1CCOCC1)c1nccn1-2 (stereo not drawn)
    3	/
O=S1(=O)CC2(N3CCOCC3)CCCCCCC21 (stereo not drawn)
    3	96
CCNc1ccc(P(=S)(N(C)C)N(C)C)cc1
    9	97
O=C(Cn1c[n+]([N-][N+](=O)[O-])cn1)N1CCN(C(=O)Cn2c[n+]([N-][N+](=O)[O-])cn2)CC1
    5	/
CCOC(=O)C(O)(c1ccc(N(CC)C(=O)OC)cc1)C(F)(F)F (stereo not drawn)
    7	90
Cc1cc(OCC(=O)c2ccc(Cl)cc2)c2c3c(c(=O)oc2c1)CCC3
    -2	/
C[C@H]1OC[C@@H](C[N+](C)(C)C)O1
    3	143&95
CCOc1ccc(C(=O)Nc2ccc(Br)cc2C(=O)c2ccccc2)cc1
    /	116
COC(=O)c1ccccc1-n1c(C)nc2ccccc2c1=O
    4	65
CCN(CC)CC(=O)Nc1ccc(Cl)cc1C(=O)c1ccccc1
    4	/
COc1ccc(N2C(=O)CC(=O)NC2=O)cc1
    -7	109
CC(=O)C(C)Oc1cc(C)cc2oc(=O)c3c(c12)CCCC3 (stereo not drawn)
    -2	/
CNCC(O)c1ccc(O)cc1 (stereo not drawn)
    12	126&97
CCN1CC2([N+](=O)[O-])CC=C(Cl)C([N+](=O)[O-])(C1)C2 (stereo not drawn)
    -1	/
CCc1sc(C(=O)N2CCC3(CC2)OCCO3)cc1Br
    -2	/
COCCOC(=O)c1c(N)n(Cc2ccc(OC)cc2)c2nc3ccccc3nc12
    -6	/
CCN(CC)CCN=Cc1c(O)n(CCC2=CCCCC2)c(=O)[nH]c1=O
    5	100
CC1CN(c2ccc([N+](=O)[O-])c(N3CCCCC3)c2)CCN1 (stereo not drawn)
    /	80
CCCCn1c(O)c(C=Nc2c(C)n(C)n(-c3ccccc3)c2=O)c(=O)[nH]c1=O
    4	110
O=c1c2cc(Cl)cc(Cl)c2nc(CN2CCOCC2)n1-c1ccccc1F
    6	70
O=C1c2ccccc2C(=O)N1Cc1nc2ccccc2c(=O)n1-c1ccccn1
    7	88
CCN(CC)C(=O)c1ccc(NC(=O)CSc2nnnn2-c2cc(OC)ccc2OC)cc1
    4	106
CCOC(=O)C1=C(N)OC2=C(C(=O)CCC2)C12C(=O)N1c3c(ccc(C)c32)C(C)=CC1(C)C (stereo not drawn)
    0	103
CCCCN=Cc1c(O)n(-c2c(C)cc(C)cc2C)c(=O)[nH]c1=O
    -3	97
NCCc1c[nH]c2ccc(F)cc12
    0	86
CCCCCCCCC(=O)NCc1ccc(O)c(OC)c1
    /	96
COc1ccc(-n2nnnc2C2(N3CCOCC3)CCCCC2)cc1
    /	106
C=CCN1C(=O)/C(=C\c2cc(Cl)c(O)c(OC)c2)C(=O)NC1=S
    6	/
CN1C(=O)N(C)C(=O)C2(Cc3c(ccc4ccccc34)N(C)C2)C1=O
    -6	108

# Later entries:
# Order of values: HePTP inh	BAP1 block
NCC(O)CNc1ccc([N+](=O)[O-])c2cccnc12 (stereo not drawn)
    11	/
Cc1cc(C)n2nc(SCC(=O)N3CCC4(CC3)OCCO4)nc2n1
    8	95
NC(=O)COc1c(F)cc(SCCNS(=O)(=O)c2ccccc2)cc1F
    /	98
c1cc2c(cc1CCNCc1ccc3c(c1)OCO3)OCO2
    /	123
O=c1[nH]c(=O)n(CCc2ccc(F)cc2)c(O)c1C=NCCCN1CCOCC1
    4	103
CN1C(=O)C(=Cc2ccc(N3CCCC3)c([N+](=O)[O-])c2)C(=O)N(C)C1=O
    -1	/
O=[N+]([O-])c1cccc(-c2cn(-c3ccccc3)c3[n+]2CCCS3)c1
    9	/
COc1cc2[nH]c(=O)n(-c3ccccc3)c(=O)c2cc1OC
    10	/
CN(N=O)c1ccc(O)c(O)c1
    /	51
O=C(c1ccc2nc3ccc(Cl)cc3c(=O)n2c1)N1CCC2(CC1)OCCO2
    -1	/
O=C1CNC(c2ccccc2Cl)c2cc(Br)ccc2N1 (stereo not drawn)
    /	90
COc1cc(C)cc2oc(=O)c3c(c12)CCCC3
    1	/
COc1ccc(C(=O)Nc2ccc(Cl)cc2C(=O)c2ccccc2Cl)c(OC)c1
    /	124

# Screens: PubChem, several laboratories
